KDM5B inh: inhibitors of human KDM5B histone demethylase | Potency, µM (titrated, usually from 57.7 µM), for inactives: top-dose activity change, negative = inhibition, actives largely listed as inhibitors | Q9UGL1 | KDM5B demethylase, FDH-coupled NADH fluorescence (FDH is formaldehyde dehydrogenase) | AID 1347165 | actives 2.6% (n = 220,000); active means well fitted inhibition curve with a large enough effect; inconclusive means small, poorly fitted or top-dose-only effect; inactive means no such curve, though single readings can be large or run the other way; further: 0% is about no effect; nearly all actives have a fitted effect of over 70% in size
Target sequence (Q9UGL1 whole entry, looked up): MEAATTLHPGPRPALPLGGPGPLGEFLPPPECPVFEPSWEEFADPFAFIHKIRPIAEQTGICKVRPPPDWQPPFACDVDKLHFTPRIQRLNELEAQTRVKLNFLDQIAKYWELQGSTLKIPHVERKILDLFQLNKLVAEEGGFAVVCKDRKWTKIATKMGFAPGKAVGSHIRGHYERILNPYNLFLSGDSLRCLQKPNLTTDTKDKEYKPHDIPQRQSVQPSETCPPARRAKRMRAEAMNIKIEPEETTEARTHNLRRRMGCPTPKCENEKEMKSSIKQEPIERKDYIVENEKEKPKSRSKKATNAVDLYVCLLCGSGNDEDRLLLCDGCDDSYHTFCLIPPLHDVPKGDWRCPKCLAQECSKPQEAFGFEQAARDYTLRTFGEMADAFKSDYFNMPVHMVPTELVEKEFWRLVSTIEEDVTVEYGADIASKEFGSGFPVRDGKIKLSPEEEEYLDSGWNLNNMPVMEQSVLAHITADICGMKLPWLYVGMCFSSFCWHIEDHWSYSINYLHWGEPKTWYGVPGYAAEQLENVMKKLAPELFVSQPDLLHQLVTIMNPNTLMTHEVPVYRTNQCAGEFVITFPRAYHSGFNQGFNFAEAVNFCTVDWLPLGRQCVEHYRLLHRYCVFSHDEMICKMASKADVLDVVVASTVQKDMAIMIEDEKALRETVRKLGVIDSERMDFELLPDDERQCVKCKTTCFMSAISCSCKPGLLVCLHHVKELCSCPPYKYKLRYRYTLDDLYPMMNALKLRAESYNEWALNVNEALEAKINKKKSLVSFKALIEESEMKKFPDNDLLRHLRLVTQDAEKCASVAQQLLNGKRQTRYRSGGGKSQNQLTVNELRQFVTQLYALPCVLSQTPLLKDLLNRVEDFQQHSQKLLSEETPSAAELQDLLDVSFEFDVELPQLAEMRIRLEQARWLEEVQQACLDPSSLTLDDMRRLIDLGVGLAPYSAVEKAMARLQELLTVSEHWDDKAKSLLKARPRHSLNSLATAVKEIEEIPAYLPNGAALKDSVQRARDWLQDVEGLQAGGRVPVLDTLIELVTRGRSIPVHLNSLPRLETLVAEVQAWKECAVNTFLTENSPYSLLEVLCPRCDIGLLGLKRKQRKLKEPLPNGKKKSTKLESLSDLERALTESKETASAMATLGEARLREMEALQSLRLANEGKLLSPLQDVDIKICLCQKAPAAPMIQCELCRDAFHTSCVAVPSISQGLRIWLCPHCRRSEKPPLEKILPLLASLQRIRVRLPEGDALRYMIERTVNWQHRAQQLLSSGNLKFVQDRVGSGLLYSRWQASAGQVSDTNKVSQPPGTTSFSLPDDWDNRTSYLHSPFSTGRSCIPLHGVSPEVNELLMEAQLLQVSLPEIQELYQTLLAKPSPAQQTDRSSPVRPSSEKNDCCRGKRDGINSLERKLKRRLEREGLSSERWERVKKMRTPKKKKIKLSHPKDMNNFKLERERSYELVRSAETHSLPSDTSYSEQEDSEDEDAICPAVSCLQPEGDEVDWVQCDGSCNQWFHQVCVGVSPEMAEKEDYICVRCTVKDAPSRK
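Compound dilutions met 200 nM (final) KDM5BΔAP for 10 min at room temperature before substrate addition. The substrate mix held 12.5 µM H3K4me3 with cofactors 25 µM α-ketoglutarate and 50 µM Fe²⁺. NADH signal gain over 30 min defined activity.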
The depositor's hits bear a star; i = inactive; ? = inconclusive; & = joins results of further samples; [ ] = another dose, or the depositor's remark. Potency means the concentration at half of the fitted maximal effect.

SMILES	KDM5B inh
Cc1cc(C)cc(C(=O)NC(Cc2ccccc2)C(=O)N2CCN(c3ccccn3)CC2)c1 (stereo unspecified)	25.1µM*
CC(C)N1CCN(C(=O)CCC[C@@H]2[C@H]3CCCN4CCC[C@@H](CN2C(=O)c2cccnc2)[C@@H]34)CC1	?
O=C(O)CCNS(=O)(=O)c1cccc(C(F)(F)F)c1	23.9%
COC[C@@H]1CN(C(=O)c2ccc(OC)cc2OC)C[C@H]1c1ccncc1	27.2%
Cc1oc(-c2nc(C#N)c(NCC3CCCO3)o2)cc1S(=O)(=O)N(C)C (stereo unspecified)	?
Cc1cccn2c(=O)c(C(=O)NCCCN3CCCCC3C)c(O)nc12 (stereo unspecified)	?
CCc1cc(Br)ccc1NC(=O)Nc1cccc(C(C)=O)c1	19.9%
CC(C)c1ccccc1NC(=O)CN1C(=O)NC2(CCOCC2)C1=O	4.5%
CC(=O)c1c(C)nn(CCC(=O)N[C@@H]2CCNC[C@H]2O)c1C	-15.2%
CN(C(=O)COC(=O)/C=C/c1cccc2cccnc12)c1ccccc1	32.8%[activator]
N#Cc1nc(-c2cccs2)oc1N1CCN(C(=O)c2ccccc2)CC1	i
COCCn1c(-c2ccccc2)c(C)n2c3c(=O)n(C)c(=O)n(C)c3nc12	-5.9%
CC(=O)Nc1ccc(CN2C3CCC2CN(C(C)C)C3)cc1	-18.1%[86.2 µM]
COc1ccc(N2CCN(C(=O)CN(C)S(=O)(=O)c3cccs3)CC2)cc1	-6.4%
O=C(CC1CCOC2(CCN(Cc3ccsc3)CC2)C1)N1CCCC1 (stereo unspecified)	23.0%
Cn1ncc2c(C(=O)NCCc3ccc(Cl)cc3)cc(C(C)(C)C)nc21	?
COc1cc(NC(=O)c2ccc(N3C(=O)C(C)(C)CS3(=O)=O)cc2)cc(OC)c1OC	17.7%
CCC(=O)N(C1CCOCC1)C1CCN(S(=O)(=O)c2ccc(C)cc2C)CC1	-21.3%
COCCN1C(=O)c2ccccc2C(C(=O)Nc2nc3c(s2)CCC3)C12CCCC2 (stereo unspecified)	?
Cc1cc(C)n(-c2ccccc2)n1	-17.2%
COc1ccccc1N1CCN(C2CCCN(C3CCN(Cc4ccccc4)CC3)C2)CC1 (stereo unspecified)	-9.4%
CC(Sc1ccc2c(c1)OCCCO2)C(=O)c1ccc(F)cc1 (stereo unspecified)	-11.8%
O=C(Nc1ccc(F)cc1F)C1CC2CCC1C2 (stereo unspecified)	14.5%
COc1cccc(-c2csc(/C(C#N)=C/c3ccccc3C(F)(F)F)n2)c1	-1.3%
Cc1ccc(S(=O)(=O)c2cn(Cc3ccccc3F)c3cc4c(cc3c2=O)OCO4)cc1	-28.7%

(list continues)
SMILES	KDM5B inh
O=C(Nc1ccon1)c1sc2ccccc2c1Cl	2.8%
O=C(NCC1COc2ccccc2O1)c1ccccn1 (stereo unspecified)	2.0%
CCCNC(=O)CNC(=O)c1nn(C)c(=O)c2ccccc12	4.9%
C[C@]1(O)CCN(C(=O)c2ccc3c(c2)OCC(=O)N3)C[C@@H]1O	33.6%[activator]
Cc1noc(-c2cn(C3CCN(C(=O)c4cccc(C#N)c4)CC3)nn2)n1	11.7%
Cc1cc(C)c(S(=O)(=O)N2CCCC(C(=O)N3CCOCC3)C2)c(C)c1 (stereo unspecified)	7.6%
O=C(NCc1ccncc1)c1ccc(C2CCCCC2)cc1	26.4%
CCOC(=O)c1ccccc1NC(=O)Cn1c(N(C)Cc2ccccc2)nc(C)cc1=O	15.8µM*
O=C(O)/C=C/c1ccc(Br)c(Cl)c1	28.3%
C(#Cc1ccccc1)CN1CCCC1	3.5%
CN(CC1CCOC1)C(=O)c1cc(Cl)ccc1F (stereo unspecified)	21.8%
CCc1ccc(CNC(=O)C2CCN(C(=O)c3ncn4c3COC(c3ccccc3)C4)CC2)cc1 (stereo unspecified)	15.2%
COC1CCN(S(=O)(=O)N2CCC3(CCCN(C(C)C)C3=O)C2)CC1 (stereo unspecified)	-7.2%
COCC(=O)Nc1ccc2c(c1)CN(Cc1ccc(Cl)cc1)C(=O)C(C)O2 (stereo unspecified)	?
Cc1cc(=O)oc2c(C)c(OC(=O)c3ccco3)ccc12	39.4%[activator]
CCN(C(=O)COC(=O)c1ccccc1Cc1ccccc1)c1c(N)n(Cc2ccccc2)c(=O)[nH]c1=O	37.3%
Cc1ccccc1C1CC(=O)Oc2c1c(=O)n(C)c1ccccc21 (stereo unspecified)	?
Cc1ccc(-c2c[n+](CC(=O)Nc3ccccc3C)c3n2CCC3)cc1	-4.9%
Cc1ccccc1NCc1nc2c(n1Cc1ccccc1)C(=O)N(C)CCN2	-24.4%[86.2 µM]
CCN(CC)C(=S)SCC(=O)NC(=O)NC1CCCC1	24.8%
CCOc1ccccc1N(CC(=O)Nc1ccccc1C(=O)N1CCCC1)S(C)(=O)=O	24.3%
CCc1ccc(S(=O)(=O)N2CCCC(Cn3cnc4cccnc43)C2)cc1 (stereo unspecified)	7.6%
Cc1noc(C)c1C(=O)N1C[C@@H](CO)[C@H](c2ccccn2)C1	25.9%
COc1cccc(N2CC3(COCC2=O)CN(c2ccc(C(F)(F)F)cn2)C3)c1	?
C/C(=N\O)C1CCCCCCCCCCC1	22.0%&-4.2%

Laid out differently: results already given
Molecule | KDM5B inh
Cc1cc(C)c(S(=O)(=O)N2CCCC(C(=O)N3CCOCC3)C2)c(C)c1 (stereo unspecified) | 7.6%
Cc1ccccc1NCc1nc2c(n1Cc1ccccc1)C(=O)N(C)CCN2 | -24.4%[86.2 µM]
COC1CCN(S(=O)(=O)N2CCC3(CCCN(C(C)C)C3=O)C2)CC1 (stereo unspecified) | -7.2%
O=C(NCC1COc2ccccc2O1)c1ccccn1 (stereo unspecified) | 2.0%

Pulled by compound from above (six):
SMILES	KDM5B inh
COC1CCN(S(=O)(=O)N2CCC3(CCCN(C(C)C)C3=O)C2)CC1 (stereo unspecified)	-7.2%
O=C(Nc1ccon1)c1sc2ccccc2c1Cl	2.8%
Cc1cc(=O)oc2c(C)c(OC(=O)c3ccco3)ccc12	39.4%[activator]
Cc1noc(C)c1C(=O)N1C[C@@H](CO)[C@H](c2ccccn2)C1	25.9%
O=C(O)/C=C/c1ccc(Br)c(Cl)c1	28.3%
CN(CC1CCOC1)C(=O)c1cc(Cl)ccc1F (stereo unspecified)	21.8%

Additional entries.
SMILES	KDM5B inh
CN(CC1CCOC1)C(=O)Nc1cccc(Cl)c1 (stereo unspecified)	6.8%
CCCNc1cc(N2CCC(CCC(=O)NCc3ccccc3)CC2)ncn1	-1.7%
CCn1ncc(N2CCCC(CC(=O)N3CCSCC3)C2)cc1=O (stereo unspecified)	-12.3%
CCOC(=O)c1[nH]c(C)c(CCC(=O)NCc2ccc(OCC)cc2)c1C	-5.6%
O=C(NCCOc1ccccc1)c1cc2ccccc2oc1=O	-25.7%
c1ccc(-c2nc(C3CCNC3)no2)nc1 (stereo unspecified)	?
CN(Cc1cccc2ccccc12)C1CCOc2ccccc21 (stereo unspecified)	-8.9%[86.2 µM]
Cc1ccc(-c2cnc(CCC(=O)N3CC(C(=O)N(C)C)Oc4ccccc43)o2)cc1C (stereo unspecified)	9.1%
CCOc1ccc(NC(=O)Cn2c(=O)n(-c3cccc(OC)c3)c(=O)c3c4c(sc32)CCCC4)cc1	-14.7%
COc1ccc(/C=C/C(=O)Nc2ccc3c(c2)Cc2ccccc2-3)cc1	?
CCOc1ccccc1CNC(=O)c1ccc(N2Cc3ccccc3Oc3ncccc32)s1	21.1%
CN(C)CCNC(=O)CCC[C@@H]1[C@H]2CCCN3CCC[C@@H](CN1C)[C@@H]23	-19.3%
O=C(CSc1nnc(-c2cccs2)o1)Oc1ccc(Cl)cc1	?
CCN(CC)C(=O)CC1Sc2ncccc2N(CC(C)C)C1=O (stereo unspecified)	0.6%
CCCC(C)N1CC2(CCN(C(=O)c3c(CC)noc3C)CC2)OC1=O (stereo unspecified)	-9.0%
CCN(Cc1ccccc1)S(=O)(=O)c1ccc2c(c1)CCCN2C(C)=O	4.9%
CCCCS(=O)(=O)N1CCC(c2nnc(Cn3cncn3)n2C)CC1	-10.9%
COc1ccc(C(=O)C(C)OC(=O)c2nn(C)c(=O)c3ccccc23)cc1 (stereo unspecified)	16.9%
Cc1cc(C)c(NC(=O)Cc2c[nH]c3ccccc23)c(Cl)c1	330.1%[activator]
CCc1ccc(NC(=O)C2CC3CCCC(C2)C3=O)cc1 (stereo unspecified)	18.3%
Cc1ccc(C2=CC(c3ccccc3C)n3nnnc3N2)cc1 (stereo unspecified)	-4.4%
CNc1nc(C(=O)N2CCC(c3nccn3Cc3ccncc3)CC2)cs1	-34.3%
COc1cccc(Nc2sc(C(=O)c3ccc4c(c3)OCO4)c(N)c2S(=O)(=O)c2ccccc2)c1	?
CC(c1nc(C(C)(C)C)no1)N(C)Cc1ccc2c(c1)OCO2 (stereo unspecified)	9.0%
O=C(Nc1cccc(Cl)c1)Nc1cccc(C(=O)O)c1	20.6%

The listing continues.
SMILES	KDM5B inh
COc1ccccc1CNC(=O)C(=O)NCC(c1ccco1)S(=O)(=O)c1ccc(C)cc1 (stereo unspecified)	-6.4%
Cc1ccc(C2=NN(C(=O)c3ccco3)C(c3ccc4nccnc4c3)C2)cc1 (stereo unspecified)	-15.4%
C#CCOc1c(Br)cc(/C=C2/NC(=O)NC2=O)cc1OCC	6.0%
C=CCS(=O)(=O)O	15.7%
O[C@H]1CC[C@@H](Cc2cc(-c3ccccc3)on2)O[C@@H]1CNC1CCCCC1	-20.2%[86.2 µM]
N#Cc1ccc(F)c(Cn2cnc3c(Cl)cc(Cl)cc3c2=O)c1	5.3%
CS(=O)(=O)c1cccc(OCC(=O)c2ccc(F)cc2)c1	15.2%
COc1ccc(CNC(=O)N(C)C2CCc3nn(CC4CC4)c(=O)n3CC2)cc1 (stereo unspecified)	14.9%
Cc1c(C(=O)N2CCC(C)CC2)c(S(=O)(=O)N(Cc2ccccc2)C(C)(C)C)c(C)n1C	2.8%
CN(C(=O)Cn1nc(-c2ccccc2F)ccc1=O)C1CCS(=O)(=O)C1 (stereo unspecified)	5.8%
CC(C)(C)C1CCc2c(sc(NC(=O)c3ccncc3)c2C(=O)Nc2ccccc2Cl)C1 (stereo unspecified)	?
CCN(CC)C(=O)c1csc(-c2cccc(OC(C)C)c2)n1	?
CCC(C(=O)O)n1ccc2cc(S(=O)(=O)N3CCCCC3)ccc21 (stereo unspecified)	-5.6%
CC(C)CS(=O)(=O)N[C@@H]1C[C@H](Cn2cc(CN(C)C)nn2)[C@@H](O)[C@H]1O	?
CC(NC(=O)c1ccc(C(C)(C)C)cc1)C1CC1 (stereo unspecified)	13.1%
O=C([C@@H]1C[C@H](Oc2cccnc2)CN1C(=O)c1ccccn1)N1CCCC1	-27.5%
COc1cc(NC(=O)Nc2ccccc2OCc2cc(=O)n3cccc(C)c3n2)cc(OC)c1	-7.9%
COc1cccc(C(=O)N2CCC3(CC2)N=C(c2cccc(Br)c2)NO3)c1	-6.7%
CCOC(=O)c1sc(N2C(=O)C(O)=C(C(=O)c3ccco3)C2c2cccc(Cl)c2)nc1C (stereo unspecified)	?
Nc1ccc2c(S(=O)(=O)O)cc(S(=O)(=O)O)cc2c1	?
CCc1cccc2c(C(CC(=O)NCC(C)C)c3cccc([N+](=O)[O-])c3)c[nH]c12 (stereo unspecified)	-13.1%
Cc1ccc(S(=O)(=O)c2nc(-c3ccccc3)oc2N(C)C)cc1	?
COc1ccccc1CNC(=O)C(=O)NCC(c1ccco1)S(=O)(=O)c1cccs1 (stereo unspecified)	-6.5%
CCCCCCC(=O)NNC(=O)NCCCC	-8.9%
COc1ccc(OC)c(NC(=O)CCc2c(C)nc3c(c(C)nn3C(C)(C)C)c2C)c1	-3.1%

More compounds
SMILES	KDM5B inh
Cc1c(Cl)cccc1NC(=O)N1CCOc2ccccc21	?
Cn1c(=O)c2c(nc(CN3CCc4ccccc4C3)n2Cc2ccccc2)n(C)c1=O	-17.9%
Cc1nc(CN2CCN(CC3(O)CNCCOC3)CC2)cs1 (stereo unspecified)	?
CCOc1ccccc1NC(=S)NC(=O)c1ccco1	18.9%
COc1cccc(NC(=O)CSc2nc3ccc(NC(=O)c4ccc(F)cc4)cc3s2)c1	-13.5%
CCCCCSc1nnc2c(n1)OC(c1ccc(C)s1)N(C(C)=O)c1ccccc1-2 (stereo unspecified)	?
Cc1nc2scc(CC(=O)NC(C)C(C)C)n2c(=O)c1-c1cc(C)n(-c2ccccc2F)n1 (stereo unspecified)	?
FC(F)(F)c1cc(Cl)c2n[nH]c(=S)n2c1	?
COc1ccc(-c2c(NC(=O)c3cccc(OC)c3)sc3ccccc3c2=O)cc1	-0.7%
CCc1cc(=O)n(CC(=O)Nc2cc(OC)ccc2OC)c(-c2ccccc2)n1	?
Cc1cccc(CCNC(=O)c2ccc(CSCc3cccc(Cl)c3)o2)c1	?
Cc1ccc2nc(C(=O)N3CCN(c4ccccc4)CC3)cn2c1	15.1%

Entries listed above that bear a hit mark in KDM5B inh:
SMILES	KDM5B inh
Cc1cc(C)cc(C(=O)NC(Cc2ccccc2)C(=O)N2CCN(c3ccccn3)CC2)c1 (stereo unspecified)	25.1µM*
CCOC(=O)c1ccccc1NC(=O)Cn1c(N(C)Cc2ccccc2)nc(C)cc1=O	15.8µM*

Only part of the results is shown, so the mix of outcomes need not match the whole.
